OX1R antag-1 – blocks the human orexin 1 receptor; AID 434989; inhibition, % at 5 µM; CHO/OX1R cells, Fluo-8 calcium fluorescence, orexin A; O43613; 0.43% of 330,000 active;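 active = inhibition above its plate's threshold, mean inhibition of all tested compounds on the plate plus 3 SD, cut at about 37% in these data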;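 also: 0% = orexin A challenge wells and 100% = SB-334867-A antagonist wells; not every result past the cut was called active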
Target sequence (O43613 whole entry, looked up): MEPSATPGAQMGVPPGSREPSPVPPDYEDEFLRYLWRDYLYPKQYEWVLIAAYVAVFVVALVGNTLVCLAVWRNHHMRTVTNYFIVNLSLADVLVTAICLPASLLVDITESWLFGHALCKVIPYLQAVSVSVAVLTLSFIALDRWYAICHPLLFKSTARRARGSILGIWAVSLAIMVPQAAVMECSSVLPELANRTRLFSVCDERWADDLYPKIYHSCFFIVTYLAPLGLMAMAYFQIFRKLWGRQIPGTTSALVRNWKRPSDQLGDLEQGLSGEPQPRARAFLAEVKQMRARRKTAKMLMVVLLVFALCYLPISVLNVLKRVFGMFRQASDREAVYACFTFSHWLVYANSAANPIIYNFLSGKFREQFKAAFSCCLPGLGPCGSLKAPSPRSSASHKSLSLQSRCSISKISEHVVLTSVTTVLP
OX1R antag-2 – OX1R (human) antagonism; O43613; 1.8% of 330,000 active; OX1R-expressing cells, FRET antagonist read-out; inhibition, % at 6.6 µM; AID 485270; in the data active = inhibition mostly above about 38%, no sharp cut-off; inactive = mostly below about 40%;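 also: 0% = agonist challenge alone and 100% = reference antagonist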
* marks the source's active call; other numbers are inactive results.

SMILES | OX1R antag-1 | OX1R antag-2
CCOc1ccc(OCCCC(=O)N(C)CC(=O)Nc2ccccc2Br)cc1 | -20 | 15
Cc1occc1C(=O)NCCCCNC(=O)c1ccoc1C | -19 | 7
Cc1ccc2nc(-c3ccccc3)cc(C(=O)N3CCc4ccccc4C3)c2c1 | -26 | 6
O=C(Nc1ccccn1)c1ccc(Cl)c(S(=O)(=O)N2CCCC2)c1 | -18 | 7
Cc1cc(C)n2nc(C(=O)OCC(=O)N(CC(C)C)C3CCS(=O)(=O)C3)nc2n1 (configuration not stated) | 7 | 10
COc1cc(Cl)nn(-c2ccccc2)c1=O | -11 | 13
Cc1cccc(OCc2n(CC(=O)OC3CC(C)CCC3C(C)C)c3ccccc3[n+]2C)c1 (configuration not stated) | 48* | 6
Clc1ccc(Nc2c3c(nc4ncnn24)CCC3)cc1 | -21 | 10
CSc1nsc(SCC(=O)Nc2ccc(C(=O)O)cc2)n1 | -13 | 4
COc1nc(Nc2nc3ccccc3c(=O)[nH]2)nc2ccc(C)cc12 | -23 | 9
CC(=O)c1ccc(N2CCN(C(=O)c3c(-c4ccccc4Cl)noc3C)CC2)cc1 | -22 | 23
COc1cc(NC(=O)C2CC(c3ccccc3Cl)=NO2)cc(OC)c1OC (configuration not stated) | -27 | 20
C[C@H](CO)N1C[C@H](C)[C@@H](CN(C)S(=O)(=O)c2ccccc2)Oc2ccc(NS(=O)(=O)c3cn(C)cn3)cc2C1=O | 3 | 2
O=C(OCCOc1cccc(Cl)c1)c1ccc(F)c(S(=O)(=O)N2CCOCC2)c1 | 0 | 21
CN(C)C(CNC(=O)CCCc1c[nH]c2ccccc12)c1ccco1 (configuration not stated) | -22 | 2
Cc1ccc(S(=O)(=O)NC2=NCN(CCN3CCOCC3)CN2)cc1 | -10 | 24
CCOc1ccc(NC(=O)CS(=O)(=O)c2cn(C)c3ccccc23)cc1 | -25 | 9
O=C(COc1ccc(S(=O)(=O)NC2CCCCC2)cc1)Nc1ccc2c(c1)OCCO2 | -14 | 3
CCN1C(=O)[C@H]2[C@@H](c3ccc(-c4ccccc4)cc3)N[C@@](C)(C(=O)OC)[C@H]2C1=O | -7 | 8
CN(c1ccccc1)S(=O)(=O)c1cccc(NC(=O)CCNC(=O)c2ccc(Cl)cc2)c1 | 11 | 1
Cc1ccccc1NC(=O)CSc1nc2n(n1)CCCCC2 | -15 | 7
Cc1ccc(S(=O)(=O)N(C)C)cc1NC(=O)COc1cccc(-n2cnnn2)c1 | -7 | 2
Cc1c(C(=O)Nc2ccc(Cl)cc2)c2ccccn2c1C(=O)c1ccccc1 | -15 | 8
CCN(CC)c1ccc(C(=O)N/N=C/c2ccc(OC)cc2OC)cc1 | 41* | 77
CC(=O)c1c(C)[nH]c(C(=O)NCCN2CCC(C)CC2)c1C | -5 | 13

Next part
SMILES | OX1R antag-1 | OX1R antag-2
O=C(NC1CCC(=O)N(CCOc2ccccc2)CC1)OCc1ccccc1 (configuration not stated) | -10 | 26
O=C1OC(NC(=O)c2ccccc2)C(N2CCOCC2)=C1Cl (configuration not stated) | 9 | 13
O=C(CN1C(=O)COc2ccc(S(=O)(=O)N3CCCC3)cc21)NC1CCCCCCC1 | -24 | -3
Cc1ccc(NC(=O)c2ccc(F)cc2F)cc1NS(C)(=O)=O | -12 | 7
Cc1cc(C(=O)c2ccc(Cl)cc2)c(NC(=O)CCl)s1 | -31 | 31
COC(=O)CCCC1=CC2=C(c3ccccc3)C(=O)C(C)(OC(=O)C3CCCC3)C(=O)C2=CN1CC(C)C (configuration not stated) | -23 | 30
Cc1c(Cl)cccc1NC(=O)CNC(=O)C1CCN(C(=O)Nc2ccccc2)CC1 | -20 | 9
CC(C)=C1C(=O)NN(c2ccc(F)c(Cl)c2)C1=O | -10 | 6
Cc1cc(N2CCN(Cc3nc(-c4ccc(Cl)cc4)oc3C)CC2)cc(C)n1 | -23 | -1
COc1ccc(C(=O)NC(=S)NNC(=O)c2ccc(O)cc2)cc1[N+](=O)[O-] | -9 | 19
COCCC(=O)NC12CC3CC(CC(C3)C1)C2 | -11 | 2
CCCN(CC(=O)Nc1ccccc1C)C(=O)c1cc(=O)[nH]c2ccccc12 | -10 | 16
CC(Sc1ccc(Cl)cc1)C(=O)NNC(=O)c1csc(N2CCOCC2)n1 (configuration not stated) | -36 | 9
O=C(Nc1nnc(C2COc3ccccc3O2)o1)c1ccc(F)cc1 (configuration not stated) | -8 | 0
COCCN(C(=S)Nc1cc(C)ccc1C)C(C)c1cccnc1 (configuration not stated) | 6 | 26
COc1cccc(C2/C(=C(/O)c3ccc4c(c3)CC(C)O4)C(=O)C(=O)N2c2nnc(C)s2)c1 (configuration not stated) | -7 | 11
COc1cc(C2C(C#N)=C(N)OC3=C2C(=O)CCC3)ccc1OC(=O)N1CCOCC1 (configuration not stated) | -13 | 6
CC(C)(CO)NCc1c(OCc2ccc(Cl)cc2)ccc2ccccc12 | -8 | 4
CC(C)(C)c1ccc(C(=O)N2CCN(CCNC(=O)C(=O)NCc3ccc(Cl)cc3)CC2)cc1 | -25 | -6
CC(=O)NC(c1ccc2ccccc2c1)c1ccc2cccnc2c1O (configuration not stated) | -20 | 15
CCN(CCNC(=O)C1CCCN(c2ncnc3c2nc2n3CCCCC2)C1)Cc1ccccc1 (configuration not stated) | -53 | 12
N#CC1=C(c2ccc(-c3ccccc3)cc2)COC1=O | 2 | 23
COc1cc(CCC(=O)OCC(N)=O)cc(OC)c1OC | -8 | 4
CCCn1c(O)c(N=N)c2ccccc21 | -4 | 23
CC/C(=N/Nc1ccccc1C)c1cnnc(SC)n1 | -35 | 24

(further entries)
SMILES | OX1R antag-1 | OX1R antag-2
CC(C)(C)NC(=O)c1cc(C(C)(C)C)c(O)c(C(C)(C)C)c1 | -12 | 11
COCc1c(C#N)c(NCc2cc(OC)c(OC)c(OC)c2)nc(C)c1[N+](=O)[O-] | 14 | 37
CCCCc1ccc(NC(=O)CSC2=C(C#N)C(c3ccco3)C3=C(CCCC3=O)N2)cc1 (configuration not stated) | -23 | 15
CCOC(=O)c1c(NC(=O)CSc2nccc(=O)[nH]2)sc(C)c1C | -13 | 24
COc1cccc(CN2CCN(Cc3cccc(Oc4ccccc4)c3)CC2)c1OC | -40 | 9
COc1ccccc1NC(=O)c1oc2ccccc2c1NC(=O)c1ccco1 | -19 | 8
O=S(=O)(N1CCOCC1)N1CCOCC1 | 6 | 2
CCO[C@H]1OC(C(=O)N2CCN(C)CC2)=C[C@@H](c2ccc3c(c2)OCO3)[C@@H]1CCCO | -3 | 40
COCC(=O)Nc1nc(-c2ccc(-c3ccccc3)cc2)cs1 | -13 | 21
CCOc1ccc(CCNC(=O)Nc2ccccc2C)cc1OCC | -11 | 9
CCOc1cc(CN2CCCC(N3CCN(c4ccc(F)cc4)CC3)C2)ccc1OC (configuration not stated) | -26 | 11
Cc1onc(-c2ccccc2Cl)c1C(=O)Nc1ccc2c(c1)OCO2 | -27 | 11
NS(=O)(=O)c1cccc(NC(=O)COC(=O)CCC2CCCC2)c1 | 12 | 8
Cc1ccc(NC(=O)CN2C(=O)N/C(=C\c3ccco3)C2=O)cc1 | -17 | 14
O=C(CN1CCN(c2ccccc2)CC1)Nc1cccc(C(F)(F)F)c1 | -36 | 17
O=C(CCn1c(=O)[nH]c2ccccc2c1=O)N1CCN(c2ccc(Cl)cc2)CC1 | -24 | 7
O=C(N/N=C/c1cccc(O)c1)c1ccc(COc2ccc3c(c2)CCC3)o1 | -14 | 35
COc1ccccc1-n1c(CNC(=O)c2cccs2)n[nH]c1=S | -8 | 8
CCN(CC)CCNC(=O)C1c2cc(OC)c(OC)cc2C(=O)N2CCc3ccccc3C12 (configuration not stated) | -3 | 15
COc1ccc(CN2C(=O)c3ccccc3C(/C=N\OCc3ccc(F)cc3)C2=O)cc1 (configuration not stated) | -11 | 5
CCS/C(N)=N/N=C/c1cc(C)ccc1O | -1 | 11
CC(C)(C)C1CCC(=NNC(=O)c2ccc(Br)o2)CC1 (configuration not stated) | -14 | 19
CC(=O)Nc1cccc(Oc2ncnc3scc(-c4ccc(C)cc4)c23)c1 | -10 | 16
CN(C)c1ccc(/C=N/n2cnn(Cc3ccccc3Cl)c2=S)cc1 | -11 | 21
CCOC(=O)c1ccc(S(=O)(=O)NCC(C)(C)N2CCOCC2)cc1 | -6 | 9

The listing continues.
SMILES | OX1R antag-1 | OX1R antag-2
C[C@H](CO)N1C[C@H](C)[C@@H](CN(C)S(C)(=O)=O)Oc2ccc(NC(=O)CCC(F)(F)F)cc2C1=O | -2 | -3
COCCN(C(=O)CNC(=O)c1ccco1)C(C(=O)NC1CCCCC1)c1cccnc1 (configuration not stated) | -19 | 7
CC(C(=O)Nc1nnc(C2CC2)s1)N1C(=O)C2CC=CCC2C1=O (configuration not stated) | -6 | 0
Cc1noc(C)c1C(=O)Nc1nnc(CC(C)C)s1 | -2 | 1
CCCn1cc(S(=O)(=O)CC(=O)Nc2ccc(OCC)cc2)c2ccccc21 | -26 | 10
COc1ccc(-c2cc(=O)oc3cc(OC(C)C(=O)NC4CC4)ccc23)cc1 (configuration not stated) | -7 | 16
COc1ccc(C(=O)N/N=c2\oc3ccccc3cc2C(=O)NCc2ccccc2)cc1 | -9 | 29
CC(C)c1ccc(NC(=O)COC(=O)[C@H](CCC(N)=O)NC(=O)c2ccc(F)cc2)cc1 | -4 | 11
C/C(=C\C(=O)c1ccc(C)o1)Nc1ccc2c(c1)OCO2 | -8 | 14
CC(C)NCc1nnc(-c2ccc(Cl)cc2)o1 | -11 | 5
CCc1ccc(OC(C)C(=O)Nc2ccc(S(=O)(=O)Nc3cc(C)on3)cc2)cc1 (configuration not stated) | -1 | 7
COCCn1c(=NC(=O)c2ccco2)sc2cc(C(=O)OC)ccc21 | -8 | 10
O=C1CC2(CCN(C(=O)c3c(F)cccc3F)CC2)Oc2ccccc21 | -22 | 21
O=C(c1ccco1)N1CCc2ccccc21 | 1 | 9
CCS(=O)(=O)N1Cc2ccccc2CC1C(=O)NCCc1c[nH]c2ccccc12 (configuration not stated) | -11 | 13
CC(=O)Nc1ccc(NC(=O)c2ccccc2CC[N+](=O)[O-])cc1 | -11 | 39
CCOc1cc(N2CCOCC2)c(OCC)cc1NC(=O)CC12CC3CC(CC(C3)C1)C2 | -30 | 33
Cc1ccc(C)c(C2=CSC3=NS(=O)(=O)CCN23)c1 | -8 | 10
COc1ccccc1NC(=O)Cc1csc(NC(=O)c2ccccc2)n1 | -40 | 29
O=C(NC12CC3CC(CC(C3)C1)C2)c1cccc([N+](=O)[O-])c1 | -27 | 25
O=C(c1ccc([N+](=O)[O-])o1)N1CCN(c2nc3ccc(F)cc3s2)CC1 | -11 | 13
COc1ccc(N2C(=NC(=O)CCC3CCCC3)SC3CS(=O)(=O)CC32)cc1 (configuration not stated) | -14 | 12
O=C(CSc1nc(O)cc(=O)[nH]1)N1CCCc2ccccc21 | -12 | 17
O=C(Cc1ccccc1)Nc1nnc(-c2ccccc2)o1 | 7 | 6
CN(CC(=O)Nc1ccc(OC(F)(F)F)cc1)S(=O)(=O)c1cnc[nH]1 | -15 | 7

Another view of 5 compounds above.
OX1R antag-1 | OX1R antag-2 | SMILES
-4 | 11 | CC(C)c1ccc(NC(=O)COC(=O)[C@H](CCC(N)=O)NC(=O)c2ccc(F)cc2)cc1
-8 | 14 | C/C(=C\C(=O)c1ccc(C)o1)Nc1ccc2c(c1)OCO2
-11 | 5 | CC(C)NCc1nnc(-c2ccc(Cl)cc2)o1
-1 | 7 | CCc1ccc(OC(C)C(=O)Nc2ccc(S(=O)(=O)Nc3cc(C)on3)cc2)cc1 (configuration not stated)
-8 | 10 | COCCn1c(=NC(=O)c2ccco2)sc2cc(C(=O)OC)ccc21

Of the compounds above, these have bromine.
SMILES | OX1R antag-1 | OX1R antag-2
CCOc1ccc(OCCCC(=O)N(C)CC(=O)Nc2ccccc2Br)cc1 | -20 | 15
CC(C)(C)C1CCC(=NNC(=O)c2ccc(Br)o2)CC1 (configuration not stated) | -14 | 19

Remaining list, next part:
SMILES | OX1R antag-1 | OX1R antag-2
C/C=C/C=C/C(=O)Nc1cccc(C2=NOC3(C2)C[C@H](C(N)=O)N(C(=O)CC(c2ccccc2)c2ccccc2)C3)c1 (some centres not stated) | -11 | 7
CC(=O)c1c(C)n([O-])c2ccccc2[n+]1=O | 1 | 37
CC(C)N(C)CCOC(=O)C1COc2ccccc2O1 (configuration not stated) | -8 | 4
Cc1ccccc1N1C(=O)C2C3CC(=O)C(c4ccccc43)C2C1=O (configuration not stated) | -12 | 6
COc1cc(-c2noc(C)c2C#Cc2ccccn2)cc(OC)c1OC | -24 | 24
O=C(Nc1ccc(Cl)cc1Cl)NC1CCCC1 | -18 | 11
O=C1/C(=C\c2ccco2)NC(=S)N1c1ccccc1 | -2 | 28
O=C(Cc1c(F)cccc1Cl)Nc1ccc(-n2cnnn2)cc1 | -9 | 3
CC1(C)Oc2ccc3ccc(=O)oc3c2/C(=C/Nc2ccc(O)cc2)C1=O | -28 | 33
Cc1c(C2(O)CCCCC2)[nH]c2ccc(C(F)(F)F)cc12 | 47 | 53*
O=S(=O)(c1cccc(S(=O)(=O)N2CCCC2)c1)N1CCCCC1 | -14 | 7
CCSc1nnc(-c2ccccc2N)c(=O)[nH]1 | -17 | 13
CN1CCN(S(=O)(=O)c2ccc(Br)s2)CC1 | -10 | 7

Fetched by structure from the list above:
SMILES | OX1R antag-1 | OX1R antag-2
O=S(=O)(c1cccc(S(=O)(=O)N2CCCC2)c1)N1CCCCC1 | -14 | 7
Cc1c(C2(O)CCCCC2)[nH]c2ccc(C(F)(F)F)cc12 | 47 | 53*
O=C1/C(=C\c2ccco2)NC(=S)N1c1ccccc1 | -2 | 28

Compound activity: PubChem, The Scripps Research Institute Molecular Screening Center
